Screens deposited in PubChem BioAssay by NMMLSC.
Bim-Bcl-B: disrupts Bim peptide binding to human Bcl-B; Q9HD36; bead-based flow cytometry; inhibition, % at 10 µM; 190,000 compounds, 0.073% hits;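 further: 0% = tracer peptide without compound and 100% = reference inhibitor peptide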
ABCB1 inh: blocks JC-1 efflux by human ABCB1 transporter; inhibition, % at 6.6 µM; 190,000 compounds, 0.067% hits; CCRF-Adr cells, flow cytometry; P08183; in the data active means inhibition above about 40%;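 further: 0% = vehicle and 100% = reference inhibitor; higher value means more JC-1 retained so stronger ABCB1 efflux block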
Bim-Bfl-1: inhibitors of Bim-Bfl-1 interaction, human. Bead-based flow cytometry, Bim-Bfl-1 binding inhibition. inhibition, % at 10 µM. 190,000 compounds, 0.12% hits;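 further: 0% = wells without compound plus tracer and 100% = blocker peptide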
Bcl-2 Bim block: disrupts Bim peptide binding to human Bcl-2; Bead-based flow cytometry, Bim peptide-Bcl-2 binding; inhibition, % at 10 µM; 190,000 compounds, 0.06% hits; AID 950; in the data active means inhibition above about 40%; inconclusive means no clear call, values can overlap the other calls;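 further: 0% = no compound wells with probe peptide and 100% = reference peptide inhibitor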
Target sequence (P10415 whole entry, looked up): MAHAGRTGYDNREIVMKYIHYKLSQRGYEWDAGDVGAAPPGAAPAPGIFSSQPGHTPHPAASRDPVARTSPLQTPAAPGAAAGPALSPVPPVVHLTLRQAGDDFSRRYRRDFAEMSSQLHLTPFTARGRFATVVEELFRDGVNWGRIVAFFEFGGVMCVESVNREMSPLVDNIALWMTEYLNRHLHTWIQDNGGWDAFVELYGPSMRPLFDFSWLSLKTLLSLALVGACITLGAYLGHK
RGS4-Gao reg: human RGS4-Galphao interaction regulation; 220,000 compounds, 0.33% hits; Multiplexed bead flow cytometry, RGS4-Galphao binding; actives lie on both sides; binding response (% of control), % at 10 µM; AID 1415; P09471; in the data active means binding response below about 49% or above about 150%; inactive means in between;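 further: fluorescent Galphao activated with aluminum fluoride binding bead-coupled RGS4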
Mcl-1 Bim block: human Bim-Mcl-1 interaction inhibition. Q07820. Bead-based flow cytometry, Bim peptide-Mcl-1 binding. inhibition, % at 10 µM. 190,000 compounds, 0.1% hits;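 further: 0% = no compound tracer wells and 100% = peptide blocker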
Target sequence (Q07820 whole entry, looked up): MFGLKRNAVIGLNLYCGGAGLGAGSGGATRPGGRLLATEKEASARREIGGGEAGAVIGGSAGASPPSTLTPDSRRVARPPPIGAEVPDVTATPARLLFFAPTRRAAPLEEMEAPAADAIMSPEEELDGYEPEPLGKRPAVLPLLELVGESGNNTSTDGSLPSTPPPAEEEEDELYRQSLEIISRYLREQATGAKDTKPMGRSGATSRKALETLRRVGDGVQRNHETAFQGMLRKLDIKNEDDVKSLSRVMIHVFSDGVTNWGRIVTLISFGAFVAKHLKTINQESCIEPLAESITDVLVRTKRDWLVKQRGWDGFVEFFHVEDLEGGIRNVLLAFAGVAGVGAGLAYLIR
RGS8-Gao: human RGS8-Galphao interaction regulation. P09471. multiplexed bead flow cytometry, RGS8-Galphao binding; actives lie on both sides. response (percent of control binding), % at 10 µM. 220,000 compounds, 0.34% hits. AID 1423; in the data active means response below about 60% or above about 140%; inactive means in between;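 further: Galphao activated as the GDP aluminium fluoride complex binding bead-coupled RGS8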
RGS7-Gao reg: modulates binding of RGS7 to human Galphao; P09471; Multiplexed bead flow cytometry; actives lie on both sides; binding response (% of control), % at 10 µM; 220,000 compounds, 0.35% hits; in the data active means binding response below about 49% or above about 150%; inconclusive means no clear call, values can overlap the other calls; inactive means in between;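 further: fluorescent Galphao held in activated GDP-AlF4 state binding bead-coupled RGS7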
Bcl-W Bim block: disrupts Bim peptide binding to human Bcl-W. 190,000 compounds, 0.02% hits. AID 952. bead-based flow cytometry. inhibition, % at 10 µM;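 further: 0% = bound tracer without compound and 100% = peptide blocker; higher means less fluorescent Bim peptide bound to Bcl-W beads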
Target sequence (Q92843 whole entry, looked up): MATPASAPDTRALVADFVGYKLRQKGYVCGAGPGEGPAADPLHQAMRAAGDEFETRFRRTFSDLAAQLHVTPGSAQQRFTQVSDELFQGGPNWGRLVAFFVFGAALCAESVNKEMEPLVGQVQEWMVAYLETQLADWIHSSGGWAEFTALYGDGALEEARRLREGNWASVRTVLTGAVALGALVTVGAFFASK
Bim-Bcl-XL: inhibitors of Bim-Bcl-XL interaction, human; Q07817; Bim peptide-Bcl-XL binding, bead flow cytometry, fluorescence; inhibition, % at 10 µM; 190,000 compounds, 0.04% hits
Target sequence (Q07817 whole entry, looked up): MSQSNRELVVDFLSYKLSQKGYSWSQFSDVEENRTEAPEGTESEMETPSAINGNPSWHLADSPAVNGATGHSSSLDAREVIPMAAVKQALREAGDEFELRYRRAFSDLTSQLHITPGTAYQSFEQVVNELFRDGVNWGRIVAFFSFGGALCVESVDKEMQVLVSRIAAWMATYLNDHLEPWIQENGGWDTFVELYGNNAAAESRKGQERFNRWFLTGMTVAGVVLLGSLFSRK
ABCG2 block: blocks JC-1 efflux by human ABCG2 transporter; Q9UNQ0; IgMXP3 cells, flow cytometry; inhibition, % at 6.6 µM; 190,000 compounds, 0.1% hits;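 active means inhibition above 80%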;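 further: 0% = DMSO and 100% = nicardipine control wells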
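Assay system – ABCG2 IgMXP3 and barcoded ABCB1 CCRF-Adr cell mix · Input – 3 million cells/mL in well · Reagent – JC-1 fluorescent substrate · Compound – single test compound dose, 6.6 µM final · Timing – 10 min exposure at 25 °C with rotation, no wash · Detection – flow cytometry of retained JC-1 fluorescence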
The depositor's hits bear a star; ? = inconclusive; nt = no result given. Unless noted, no stated cut-off is given here; in the data, active means inhibition above about 40%.

no.	Bim-Bcl-B	ABCB1 inh	Bim-Bfl-1	Bcl-2 Bim block	RGS4-Gao reg	Mcl-1 Bim block	RGS8-Gao	RGS7-Gao reg	Bcl-W Bim block	Bim-Bcl-XL	ABCG2 block	Molecule
1	-5	1.1	-10	-10	102	-3	102	101	0	3	2	Cn1c(SCC(=O)Nc2cccc(NC(=O)c3cccs3)c2)nnc1-c1ccncc1
2	-1	0.7	-3	0	99	0	100	96	-1	-2	1	O=C(CNC(=O)c1ccccc1Cl)OC1CCOC1=O (stereo unspecified)
3	-23	1.3	-14	-10	99	-7	101	102	-6	-10	7	Cc1ccc(C)c(C(=O)CSc2n[nH]c(C)n2)c1
4	-9	0.4	-13	-6	98	-2	101	100	-2	-9	5	CCN(CC)S(=O)(=O)c1ccc(C)c(C)c1
5	0	0.5	5	5	94	-3	96	?	-3	0	10	Cc1cc(NC(=O)CCSc2ccc(Cl)cc2)no1
6	-4	0.7	0	-2	105	-5	103	110	-5	-1	3	Nc1cc(=O)[nH]c(SCc2ccc(Cl)cc2)n1
7	-3	1.2	-17	-5	98	0	101	97	-1	-4	6	CCOC(=O)c1ccc(NC(=O)CN2CCN(CCN=CC3=C(O)CC(C)(C)CC3=O)CC2)cc1
8	-5	nt	-2	-4	102	-2	99	102	-2	-3	1	Nc1n[nH]c(-c2ccccc2[N+](=O)[O-])n1
9	-2	0.9	-6	-4	91	6	97	88	3	1	4	COC(=O)c1cccc(NS(=O)(=O)c2ccc(OC)c(OC)c2)c1C
10	-3	-0.4	-2	0	102	0	100	104	-1	-4	0	Cc1ccc(Nc2nnc(SCc3ccccc3)s2)cc1
11	-1	0.9	-2	-1	102	0	101	?	0	-1	3	CC(C)CCN1CCN(Cc2cn[nH]c2C2CCCCC2)CC1CCO (stereo unspecified)
12	0	0.2	0	-1	98	0	97	97	0	0	1	O=C1OCCC1Sc1nnc(-c2ccc(Br)cc2)o1 (stereo unspecified)
13	-5	-0.3	-4	-4	102	-3	100	100	-2	-3	3	O=C(Nc1cccnc1Cl)c1noc2c1CCc1ccccc1-2
14	-6	0.4	-4	-3	105	-2	105	104	-4	-5	1	COC(=O)Cc1ccc(NC(=S)NC(C)(C)C)cc1
15	-8	0.8	-15	-13	93	-2	94	92	0	-20	3	COC(=O)c1ccc(CN(C(C)=O)c2ccccc2)o1
16	12	0.2	1	0	102	10	103	103	13	18	1	Cc1sc2ncnc(N/N=C/c3cccc(O)c3)c2c1C
17	-14	-0.1	-14	-11	100	-4	102	101	0	-11	0	CSc1nsc(/C=C/Nc2cccc(Cl)c2)c1C#N
18	-12	-0.2	-3	-6	100	-7	103	101	-8	-10	-4	COc1ccccc1/C=N/NC(=O)c1ccc(NC(=O)c2ccccc2Br)cc1
19	0	0.0	1	0	98	-2	100	99	-3	-2	0	Cc1ccc(N2CC(=O)N(CC(=O)O)C2=O)cc1
20	-8	0.6	-11	-12	100	-3	101	100	2	-1	1	COCCn1c(=O)[nH]c2cc(C(=O)NCC3CCCO3)ccc2c1=O (stereo unspecified)
21	-3	0.4	-5	-6	98	-1	104	91	-2	0	-2	CC(=O)Nc1ccc(NC(=O)Cn2cnc3c(nnn3Cc3ccc(F)cc3)c2=O)cc1
22	-6	0.2	0	-3	98	-2	98	98	-1	-4	8	Cc1c(C(=O)Nc2ccc(Br)cc2)cnn1C
23	-3	0.5	-8	0	101	0	102	101	2	-1	7	CC(C)(C)c1csc(NC(=O)Nc2ccccc2)n1
24	-6	1.6	0	-7	99	-1	100	96	2	-2	14	O=C(NCc1ccco1)c1ccc(Cl)c(S(=O)(=O)N2CCc3ccccc32)c1
25	8	0.3	19	12	100	5	104	100	5	9	11	CC(C)(C)c1ccc(NC(=O)COC(=O)c2ccc([N+](=O)[O-])s2)cc1
26	-5	1.2	-17	-10	100	-1	102	102	0	-5	13	COc1ccc(NC(=O)CCN2CCCC(C)C2)cc1 (stereo unspecified)
27	-6	0.3	-8	-9	100	0	98	100	1	-3	0	Cc1ccc(OCC(=O)NNC(=O)C2CCN(c3nc(C)cc(C)n3)CC2)cc1
28	-2	-0.1	-1	-1	103	-3	91	103	1	0	-1	Cc1ccc(CSc2nnc(-c3cccnc3)o2)cc1
29	0	-0.8	3	0	108	4	105	104	6	-2	-3	COc1cc(-c2nc(-c3ccccc3)c(-c3cccs3)[nH]2)cc(OC)c1O
30	-9	0.2	-15	-7	99	0	100	102	-3	-3	1	Cc1cc(C(=O)CSc2nc(N)cc(N)n2)c(C)n1CCc1ccc(F)cc1

Results in sequence from the list.
Entries 20 to 30 in ABCB1 inh: 0.6, 0.4, 0.2, 0.5, 1.6, 0.3, 1.2, 0.3, -0.1, -0.8, 0.2
Entries 20 to 30 in RGS8-Gao: 101, 104, 98, 102, 100, 104, 102, 98, 91, 105, 100
Entries 20 to 30 in Bcl-2 Bim block: -12, -6, -3, 0, -7, 12, -10, -9, -1, 0, -7

Further entries:
no.	Bim-Bcl-B	ABCB1 inh	Bim-Bfl-1	Bcl-2 Bim block	RGS4-Gao reg	Mcl-1 Bim block	RGS8-Gao	RGS7-Gao reg	Bcl-W Bim block	Bim-Bcl-XL	ABCG2 block	Molecule
31	-12	0.7	3	6	104	0	95	104	3	5	3	O=[N+]([O-])/C=C\c1ccc(N2CCCC2)c(F)c1
32	-6	0.5	-8	-8	100	-1	101	104	0	0	1	O=C(CN1CCOCCOCCN(CC(=O)Nc2ccccc2)CCOCC1)Nc1ccccc1
33	-4	0.8	-4	0	100	0	100	97	1	-1	1	CCN(Cc1ccccc1)S(=O)(=O)c1cc(C(=O)O)ccc1OC
34	-7	-0.3	-17	-10	100	-1	99	96	0	-5	5	Cc1ccccc1OCC(=O)N/N=C/c1cccn1C
35	-5	-0.3	-9	-2	96	-1	98	97	-2	-2	1	CCOc1ccc(-c2cc(C(=O)NN=C3CCN(C)CC3)[nH]n2)cc1
36	-8	0.2	-15	-15	99	-3	102	101	0	-4	1	CC(C)NC(=O)CSc1nnc(-c2ccco2)n1N
37	0	2.4	1	0	97	-1	78	97	0	-7	0	CCC(Sc1nc(C)cc(=O)[nH]1)C(=O)Nc1nc(-c2ccccc2)cs1 (stereo unspecified)
38	-3	1.9	0	0	103	-4	103	103	-4	-4	9	O=C(NCC(=O)N(CCN1CCOCC1)C(C(=O)NC1CCCC1)c1cccs1)c1ccco1 (stereo unspecified)
39	-2	1.5	2	-4	99	0	103	99	0	0	12	CC(=O)c1cccc(NC(=O)c2csc(-n3nc(C)cc3C(F)(F)F)n2)c1
40	-6	-1.1	-3	-2	91	1	100	98	0	-2	6	Cc1cc(C(=O)CSc2nc(N)cc(N)n2)c(C)n1C1CC1
41	0	0.7	1	4	98	1	99	90	1	2	1	Cc1ccccc1N(C(=O)Cc1c[nH]c2ccccc12)C(C(=O)NC1CCCCC1)c1ccco1 (stereo unspecified)
42	-13	0.8	-14	-11	106	-2	106	105	-6	-13	2	COc1ccc(NC(=S)N2C3CCC2CC(NC(=O)NC24CC5CC(CC(C5)C2)C4)C3)c(OC)c1 (stereo unspecified)
43	-8	0.2	-10	-8	101	-5	100	102	-4	-6	0	CCOc1ccc(Br)cc1S(=O)(=O)Nc1ccc(Cl)c(S(=O)(=O)N(C)C)c1
44	-4	0.7	-5	-3	106	2	104	111	0	-6	23	O=C(NC1CCCCC1)N1CCC(c2nc(-c3ccc(S(=O)(=O)N4CCCC4)cc3)no2)CC1
45	-4	0.6	-5	-4	104	-3	103	102	-4	-5	-2	CCCCC(C(=O)O)C(C)CC(=O)NNC(=O)c1ccco1 (stereo unspecified)
46	-1	1.1	-4	0	102	0	101	102	0	-2	2	Cc1cccc(-n2cc(C(=O)O)c(=O)cc2C)c1
47	-4	0.5	0	-1	100	-6	101	100	-4	-6	1	O=C(COC(=O)[C@@H]1CCCN1S(=O)(=O)c1ccc(Cl)cc1)NCC(F)(F)F
48	-7	0.5	-8	-7	96	1	99	98	5	-2	14	COc1ccc2nc(NC(=O)c3ccoc3C)sc2c1
49	-8	-0.6	-6	-2	101	-2	102	103	-1	-1	35	COc1ccc(C(=O)CSc2nc(C)cc(C)n2)cc1[N+](=O)[O-]
50	-1	0.7	-4	-3	97	0	99	98	0	-1	3	CC(COc1ccccc1)N1CCC(CO)(CCc2ccccc2)CC1 (stereo unspecified)
51	-5	0.2	-14	-8	98	-1	103	96	1	2	2	COc1ccc(CNC(=O)c2ccc(S(=O)(=O)N3CCCC3)cc2)cc1OC
52	-3	-0.2	0	0	100	0	101	100	0	0	6	COC(=O)C1=C(C)Nc2c(c(=O)n(C)c(=O)n2C)C1c1cccnc1 (stereo unspecified)
53	-7	0.0	-3	0	103	-4	102	106	-6	-5	-1	O=C(NC(=S)N(Cc1ccccc1)c1ccccn1)C1CCCCC1
54	-5	0.2	-2	-1	102	-2	101	101	-1	-3	0	COc1ccc(-c2noc(=O)[nH]2)cc1
55	-2	0.0	-3	-3	100	0	101	100	-1	-4	1	Cc1ccc(C(=O)Nc2nnc(-c3cccs3)s2)cc1C

In a second layout: results already given.
Fields: Bim-Bcl-B | ABCB1 inh | Bim-Bfl-1 | Bcl-2 Bim block | RGS4-Gao reg | Mcl-1 Bim block | RGS8-Gao | RGS7-Gao reg | Bcl-W Bim block | Bim-Bcl-XL | ABCG2 block
(52) COC(=O)C1=C(C)Nc2c(c(=O)n(C)c(=O)n2C)C1c1cccnc1 (stereo unspecified)
    -3 | -0.2 | 0 | 0 | 100 | 0 | 101 | 100 | 0 | 0 | 6
(53) O=C(NC(=S)N(Cc1ccccc1)c1ccccn1)C1CCCCC1
    -7 | 0.0 | -3 | 0 | 103 | -4 | 102 | 106 | -6 | -5 | -1
(54) COc1ccc(-c2noc(=O)[nH]2)cc1
    -5 | 0.2 | -2 | -1 | 102 | -2 | 101 | 101 | -1 | -3 | 0

Molecules from the list above that contain a nitro group on carbon (four):
no.	Bim-Bcl-B	ABCB1 inh	Bim-Bfl-1	Bcl-2 Bim block	RGS4-Gao reg	Mcl-1 Bim block	RGS8-Gao	RGS7-Gao reg	Bcl-W Bim block	Bim-Bcl-XL	ABCG2 block	Molecule
8	-5	nt	-2	-4	102	-2	99	102	-2	-3	1	Nc1n[nH]c(-c2ccccc2[N+](=O)[O-])n1
25	8	0.3	19	12	100	5	104	100	5	9	11	CC(C)(C)c1ccc(NC(=O)COC(=O)c2ccc([N+](=O)[O-])s2)cc1
31	-12	0.7	3	6	104	0	95	104	3	5	3	O=[N+]([O-])/C=C\c1ccc(N2CCCC2)c(F)c1
49	-8	-0.6	-6	-2	101	-2	102	103	-1	-1	35	COc1ccc(C(=O)CSc2nc(C)cc(C)n2)cc1[N+](=O)[O-]
